Screens (PubChem BioAssay)
CYP2C9 inhib = human CYP2C9 inhibition | 96,000 tested, 20% active | CYP2C9 Supersomes, luciferin-H conversion, luminescence | P11712 | inhibition, % at 5 µM;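 active = blocking of liver enzyme CYP2C9 beyond about 50% at 5 µM, limit read from the data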; also: values of inactives mirror those of a sister screen read the other way
Target sequence (P11712 whole entry, looked up): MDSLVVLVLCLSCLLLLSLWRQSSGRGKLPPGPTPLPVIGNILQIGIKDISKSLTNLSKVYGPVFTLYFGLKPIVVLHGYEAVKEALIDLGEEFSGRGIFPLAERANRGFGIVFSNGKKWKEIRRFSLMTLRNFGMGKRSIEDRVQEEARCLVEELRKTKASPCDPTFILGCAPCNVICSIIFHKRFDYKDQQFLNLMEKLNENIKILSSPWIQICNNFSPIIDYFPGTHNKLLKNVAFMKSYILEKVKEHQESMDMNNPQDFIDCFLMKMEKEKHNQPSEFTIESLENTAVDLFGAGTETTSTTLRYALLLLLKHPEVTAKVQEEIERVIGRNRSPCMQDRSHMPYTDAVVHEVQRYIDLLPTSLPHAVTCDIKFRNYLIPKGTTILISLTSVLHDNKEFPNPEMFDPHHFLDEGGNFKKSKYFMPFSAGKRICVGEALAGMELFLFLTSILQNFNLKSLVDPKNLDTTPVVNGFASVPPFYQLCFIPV
EphB4 antag = EphB4-ephrin-B2 interaction antagonism; 97,000 tested, 0.15% active; EphB4 LBD / TNYL-RAW-Alexa532 peptide, fluorescence polarization; inhibition, % at 7 µM; P54760;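 active = inhibition above the screen-wide mean inhibition plus 3 SD, cut at about 15% in these data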;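 also: 0% = DMSO wells and 100% = excess unlabeled TNYL-RAW peptide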
PTK2B oligo ant = antagonists of human Pyk2 oligomerization. Q293 cells, Pyk2 FERM NanoBiT luminescence; active compounds read low. Q14289. z-score (the deposit names both 25 µM and 10 µM). 99,000 tested, 0.83% active;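 active = Z-score of -3 or lower, scaled per plate to the spread of control and sample wells; inactive = z-score above -3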;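 also: negative z-score means lost luminescence so less FERM oligomerization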
CYP2C19 activ = cytochrome P450 2C19 (human) activation. P33261. recombinant CYP2C19, luciferin-H EGE luminescence; active compounds read high; 0 = fully inhibited enzyme, 1 = untreated enzyme. activation factor at 5 µM. 96,000 tested, under 10 active. AID 1025;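 active = activation factor of at least 2 at 5 µM in the primary screen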;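 also: 0 = wells with 2.5 mM tranylcypromine and 1 = vehicle-only wells; values of inactives mirror those of a sister screen read the other way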
CYP2C19 inh = blocks human cytochrome P450 2C19 | CYP2C19 Supersomes, luciferin-H EGE luminescence, 30 min | inhibition, % at 5 µM | 96,000 tested, 21% active;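 active = CYP2C19 inhibition above a set limit at 5 µM in the primary screen, cut at about 50% in these data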;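 also: plate controls were negative control wells for no effect and 2.5 mM tranylcypromine positive control for full effect; values of inactives mirror those of a sister screen read the other way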
CYP2C9 act = increases human cytochrome P450 2C9 activity; recombinant CYP2C9, luciferin-H conversion, luminescence; active compounds read high; factor 1 = untreated enzyme, 0 = blocked; activation factor at 5 µM; 96,000 tested, 1.4% active; AID 1024;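 active = activation factor of 2 or more for CYP2C9 at a 5 µM dose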;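 also: 0 = sulfaphenazole-blocked wells and 1 = vehicle-only wells; values of inactives mirror those of a sister screen read the other way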
PostGolgi yeast = growth inhibition of a yeast mutant, post-Golgi transport screen | 98,000 tested, 0.9% active | inhibition, % at 10 µM | post-Golgi transport phenotypic cell assay; in the data active = inhibition above about 30%;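 also: yeast cells grown in 1536-well plates; yeast grown about 18 h at 30C before absorbance read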
E coli WT exp = blocks growth of wild type E. coli BW25113. OD600 absorbance. growth inhibition, % at 100 µM. 98,000 tested, 0.15% active. AID 710;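 active = growth inhibition above about 50% at one test dose, limit read from the data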;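 also: growth measured after 20 h incubation at 37 °C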
PLAP act = activators of human placental alkaline phosphatase; P05187; activation fold at 20 µM; AID 696; purified PLAP enzyme, luminescent substrate read-out; active compounds read high; 96,000 tested, 1.2% active; in the data active = activation fold above about 2
Target sequence (P05187 whole entry, looked up): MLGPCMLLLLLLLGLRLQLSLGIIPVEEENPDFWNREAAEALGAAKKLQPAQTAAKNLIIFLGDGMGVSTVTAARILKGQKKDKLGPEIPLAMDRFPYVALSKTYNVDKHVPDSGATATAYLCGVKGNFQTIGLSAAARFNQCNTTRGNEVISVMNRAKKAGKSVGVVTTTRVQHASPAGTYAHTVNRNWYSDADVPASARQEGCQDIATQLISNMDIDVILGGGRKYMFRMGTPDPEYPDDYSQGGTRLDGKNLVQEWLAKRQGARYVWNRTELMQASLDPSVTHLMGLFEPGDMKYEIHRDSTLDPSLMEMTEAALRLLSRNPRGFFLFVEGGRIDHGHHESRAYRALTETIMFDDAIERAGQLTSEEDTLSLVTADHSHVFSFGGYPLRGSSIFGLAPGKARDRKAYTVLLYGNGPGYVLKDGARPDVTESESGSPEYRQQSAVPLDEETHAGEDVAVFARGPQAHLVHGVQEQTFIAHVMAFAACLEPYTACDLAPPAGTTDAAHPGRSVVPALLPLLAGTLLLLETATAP
The depositor's hits bear a star; / = no result given.

molecule	EphB4 antag	CYP2C19 activ	CYP2C19 inh	PTK2B oligo ant	PostGolgi yeast	E coli WT exp	CYP2C9 act	CYP2C9 inhib	PLAP act
O=C(O)CCNC(=O)c1ccc(Br)o1	/	1.1	-10	-0.69	-1	-23	1.1	-8	1.1
COC(=O)c1sc(NC(=O)COc2ccccc2)nc1C	6	0.3	71*	-1.1	22	-3	0.1	94*	0.8
CCc1nnc(NC(=O)C2CCCN2S(=O)(=O)c2ccc(C)cc2)s1 (stereo not drawn)	-6	0.8	23	0.89	0	1	0.4	65*	1
COc1cccc(Cn2nnc(C(=O)Nc3ccc(C)cc3)c2N)c1	3	0.8	25	/	-2	3	2.1*	-108	0.9
Cc1ccc(-c2nnc3sc(CCc4ccccc4)nn23)cc1	1	0.3	65*	1.3	6	-4	0.2	76*	0.9
CCCCn1c(=O)n(CC(O)c2ccccc2)c(=O)c2c1ncn2C1CCCC1 (stereo not drawn)	5	0.7	33	-0.97	7	8	0.9	5	1.4
O=C(Cc1cn2ccsc2n1)Nc1ccccc1Oc1ccccc1	6	0.2	80*	-1.1	4	4	0.3	70*	1.3
c1ccc(Cn2c(NCc3ccco3)nc3ccccc32)cc1	6	0.2	83*	0.08	-1	3	0.2	81*	1.4
S=c1nn[nH]n1C12CC3CC(CC(C3)C1)C2	-9	1.2	-21	0.33	2	0	0.9	8	0.9
CN=C(Nc1ccc2c(c1)OCO2)SC1CC(=O)N(c2ccccc2)C1=O (stereo not drawn)	-2	/	/	-2.1	-7	0	/	/	/
O=C(O)C1CC(=O)N(c2ccc3c(c2)OCCO3)C1 (stereo not drawn)	0	1.2	-20	1.1	-8	0	1.1	-12	1.1
O=S(=O)(c1ccccc1)c1nc(-c2ccco2)oc1N1CCOCC1	5	0.6	39	1.2	-2	-8	0.9	14	0.8
Cc1c(NC(=O)CN2C(=O)C3C4C=CC(C4)C3C2=O)c(=O)n(-c2ccccc2)n1C (stereo not drawn)	-9	1.1	-14	0.37	13	1	1.2	-16	1.2
COc1ccc(S(=O)(=O)N(CC(=O)O)c2ccccc2)cc1	-5	1.1	-10	0.19	-12	-3	0.9	8	1.1
COc1ccc(C(=O)/C=C/N(C)C)cc1OC	-7	1	2	0.26	-2	-6	1	3	1.1
COC(=O)c1cc(NC(=O)c2ccc(Cn3cc(Cl)cn3)o2)cc(C(=O)OC)c1	0	0.2	77*	-2.6	-6	-7	0.1	89*	1.1
CC(C)(C)c1ccc(NC(=O)COC(=O)C2=COCCO2)cc1	10	0.7	25	1.3	-6	8	0.5	46	0.9
Cc1nn(Cc2ccccc2Cl)c(C)c1NC(=O)/C=C/c1cnn(C)c1	-4	1	-2	1.5	-2	5	0.6	38	1.1
N#C/C(=C\c1cn[nH]c1-c1ccc(Cl)cc1)C(=O)NCc1ccccc1	3	0.1	88*	-0.38	-1	-15	0.1	88*	2.1*
CCn1ncc(/C=C/C(=O)NCc2cnn(C)c2C)c1C	6	1.2	-16	-1.1	-3	2	1.1	-14	0.9
CN(C)C(=O)CSc1nnc(-c2cc(-c3cccs3)nc3ccccc23)o1	3	1	0	-1.4	1	-6	0.7	33	1.3
COc1cccc(OC)c1C(=O)Nc1ccc(CN2CCOCC2)cc1	0	1.2	-17	-0.55	3	2	1.1	-13	1.3
O=C1CC(N2CCN(c3cccc(C(F)(F)F)c3)CC2)C(=O)N1c1ccc(F)cc1 (stereo not drawn)	1	0.9	11	0.98	2	-14	0.8	20	1.1
CCCCOC(=O)CSc1nc(N)c(C#N)c(-c2ccc(OC)cc2)c1C#N	1	0.7	29	-1.7	-5	-8	0.9	8	0.8
O=C(O)C(Cc1ccccc1)N1C(=O)/C(=C/c2cccc3ccccc23)SC1=S (stereo not drawn)	-7	0.9	12	/	-2	12	0.3	72*	1.1
COc1ccc(S(=O)(=O)Nc2ccccc2SC)cc1C	5	0	99*	-1.5	1	0	2*	-104	1.2
O=C(CSc1ncc(-c2ccc(F)cc2)[nH]1)N1CCCCC1	-4	0.2	84*	0.57	6	6	1.1	-12	1.2
O=C(CNC(=O)c1cccs1)NCC(=O)OCc1cccc(Cl)c1	-3	0.8	18	0.59	-6	4	0.8	16	0.9
O=C(Nc1ccc2c(c1)OCO2)C1CCCN1C(=O)OCc1ccccc1 (stereo not drawn)	/	0	99*	0.13	1	-1	0.2	81*	1
CCOC(=O)c1ccc(S(=O)(=O)Nc2ccccc2-c2nnn(CC)n2)cc1	/	0	99*	-1.1	-10	-12	0	96*	1.6

Arranged by length of the SMILES (falling): 3 of the compounds above.
molecule	EphB4 antag	CYP2C19 activ	CYP2C19 inh	PTK2B oligo ant	PostGolgi yeast	E coli WT exp	CYP2C9 act	CYP2C9 inhib	PLAP act
O=C1CC(N2CCN(c3cccc(C(F)(F)F)c3)CC2)C(=O)N1c1ccc(F)cc1 (stereo not drawn)	1	0.9	11	0.98	2	-14	0.8	20	1.1
O=C(O)C(Cc1ccccc1)N1C(=O)/C(=C/c2cccc3ccccc23)SC1=S (stereo not drawn)	-7	0.9	12	/	-2	12	0.3	72*	1.1
COc1cccc(OC)c1C(=O)Nc1ccc(CN2CCOCC2)cc1	0	1.2	-17	-0.55	3	2	1.1	-13	1.3

Next compounds:
molecule	EphB4 antag	CYP2C19 activ	CYP2C19 inh	PTK2B oligo ant	PostGolgi yeast	E coli WT exp	CYP2C9 act	CYP2C9 inhib	PLAP act
CC(=O)CC(=O)NC(=NC1CCCCC1)Nc1nc(C)cc(C)n1	-6	0.9	14	0.08	1	3	0.8	20	1
Cc1ccc(CCN2CC(C(=O)NCCCN3CCN(C)CC3)CC2=O)cc1 (stereo not drawn)	-10	1	1	/	0	2	0.9	7	1.4
CCN(CC)c1ccc(NC(=O)c2cccnc2)c(C)c1	-2	1	2	1	-2	8	1.4	-44	1
CNC(=O)Cc1csc2ccc(Cl)cc12	0	0.8	20	0.18	7	8	1.5	-49	0.9
CC1(C)CC(=O)C(C=NCC2CCCO2)=C(O)C1 (stereo not drawn)	2	0.9	6	0.44	-5	3	1	4	1.1
O=C(COc1ccc(Cl)cc1)NCc1nnc(SCC(=O)Nc2ccc3c(c2)OCCO3)o1	-7	/	/	-0.06	-3	-12	/	/	/
O=C(c1ccco1)[C@@H]1[C@@H]2C(=O)N(c3ccc(Br)cc3)C(=O)[C@@H]2C2c3ccccc3C=CN21 (stereo partly drawn)	-2	1	2	0.1	/	/	0.7	29	1.2
COc1ccccc1Cn1c(=O)[nH]c2cccnc21	-11	1	3	-1.1	-7	1	1.1	-11	0.7
CN1CCN(C(=O)CCNC(=O)Cn2ccc3ccccc3c2=O)CC1	-1	1	-3	0.26	10	5	1	0	0.9
O=c1c2c(nc3cc(-c4ccc(F)cc4)[nH]n13)CCCC2	-2	0.7	31	-0.76	-5	-14	0.6	43	0.9
O=C(N/N=C/c1ccc(Sc2nc3ccccc3s2)c([N+](=O)[O-])c1)c1ccccn1	-10	1	-2	0.9	2	-3	1	2	1.1
CCC(C)NC(=O)C1CCC(=O)N1Cc1ccc(C)cc1 (stereo not drawn)	-2	0.7	28	1.2	-9	-4	1	3	1
CC(C)(SC(=S)N1CCOCC1)C(=O)O	3	1.1	-9	0.5	5	1	1.2	-16	1
COCC(=O)NC1CCN(CC(=O)Nc2ccc(OC)cc2[N+](=O)[O-])CC1	1	0.8	16	0.12	4	7	1.2	-20	0.9
CN(C)CCCNC(=O)c1ccccn1	-3	1	-1	-2.1	7	0	0.5	49	0.9
CCN(CC)C(C(=O)Nc1ccc(C(C)C)cc1)c1ccc2c(c1)OCO2 (stereo not drawn)	-2	0.9	14	-1.2	-8	-3	0.7	29	1.3
COc1cc(C=O)cc(OC)c1OS(=O)(=O)c1ccc(NC(C)=O)cc1	-5	0.1	91*	0.46	1	9	2.8*	-182	0.9
OC(c1ccccc1)c1nccn1Cc1ccccc1 (stereo not drawn)	5	0.2	82*	2.4	-7	10	0.9	10	1.1
Cc1ccc(-c2nnn(CC(=O)N(Cc3cccs3)C(C(=O)NC(C)(C)C)c3ccc(C)o3)n2)o1 (stereo not drawn)	-4	0.7	34	-0.84	-5	-10	0.7	26	1.1
CCCCOC(=O)C1=C(C)Nc2ncnn2C1c1cc(OC)c(OC)cc1OC (stereo not drawn)	-7	1	-3	-0.55	-3	6	0.6	38	1.2
Cc1ccc(-c2cc(C(=O)NCc3ccc4c(c3)OCO4)[nH]n2)c(O)c1C	6	1	3	-0.84	-3	-6	0.8	21	1.6
COC(=O)CCC(=O)Nc1ccc(C)cc1OC(=O)CCC(=O)OC	1	0.9	7	0.76	16	-5	0.9	8	1.2
O=C(c1ccncc1)N(Cc1ccco1)Cc1cc2ccccc2[nH]c1=O	3	0	99*	-0.21	8	4	0.1	93*	0.8
CC(=O)OC(C(=O)N1CCN(c2ccccc2F)CC1)c1ccccc1 (stereo not drawn)	-9	0.7	30	0.92	1	2	0.7	26	1.2
CCOC(=O)c1cnc(SC)nc1Oc1cccc(NC(=O)c2ccc(Cl)cc2)c1	-1	0.9	5	0.2	8	-26	0.6	42	1.1
O=C1NC2(CCCc3ccccc32)C(=O)N1Cc1nnc(-c2ccccc2Br)o1 (stereo not drawn)	-2	0.6	38	-0.83	-6	-5	1.8	-78	1.4
COC(=O)Cn1cnc2c(nnn2Cc2ccc(Cl)cc2)c1=O	4	1.1	-9	-0.26	6	9	1.2	-16	1
CC1CCCN(C(=O)COC(=O)c2ccc[nH]c2=O)C1 (stereo not drawn)	2	0.9	8	-0.17	5	1	1	0	0.8
Oc1ccc2ccccc2c1CN1CCN(c2ccccc2F)CC1	1	1	-2	/	0	3	1	-3	0.9
CC(=O)Nc1ccc(NC(=O)CSC2=NCCS2)cc1	1	0.4	55*	0.79	14	6	0.2	81*	1.3
CC(Cc1cccs1)NC(=O)Nc1ccccc1 (stereo not drawn)	6	0.1	89*	-0.3	-1	12	0.4	57*	0.8
COC(=O)C1=C(C)NC(C)=C(C(=O)OC)C1c1cc2ccc(C)cc2[nH]c1=O	-2	0.6	40	0.96	-8	3	0.8	18	1.3
Cc1ccc(-c2nnn(CC(=O)NC3CCCc4ccccc43)n2)cc1 (stereo not drawn)	0	0.7	29	0.71	-2	1	0.8	16	0.8
O=c1oc(-c2ccccc2NS(=O)(=O)c2ccccc2)nc2ccccc12	-5	0.9	7	-2.1	10	-5	0.8	16	1
COCCCNC(=O)C(F)(F)C(F)(F)C(=O)NCCCOC	-6	1	0	-0.66	1	3	1	-4	0.9
CC1CCCN(c2ccc(/C=C(\C#N)c3nn(-c4ccccc4)c(N)c3C#N)cc2[N+](=O)[O-])C1 (stereo not drawn)	-4	0.6	35	-1.6	14	-15	0.2	80*	1.1
CCCCOCCCNC(=O)CCCOc1ccccc1	-5	0.8	20	1.7	-1	0	0.9	11	1
O=C(CN(C(=O)CCC(=O)Nc1nccs1)c1ccc2c(c1)OCO2)NCC1CCCO1 (stereo not drawn)	9	1	4	0.22	4	3	1	3	1
COCC(=O)Nc1cc(=O)n(C)c(=O)n1C	/	1.2	-18	/	-5	-9	1.1	-14	1.2
COCc1nnc(NC(=O)c2ccco2)s1	8	1.1	-15	0.45	-8	-9	1.1	-11	1
COC(=O)c1nnn(CC(=O)Nc2ccc(C)c(F)c2)c1C(=O)OC	1	0.8	19	-1.5	5	3	1	2	1.2
COc1ccc(Cn2c(C)nc3oc4cc(OC)ccc4c(=O)c3c2=O)cc1	6	0.7	30	-0.06	4	3	0.6	43	1.2
COCCNc1oc(-c2ccc(Cl)cc2)nc1C#N	-2	0.2	79*	0.13	6	8	0.3	73*	1.2
N#C/C(C(=O)Oc1ccccc1)=C1\C=Cc2ccccc2N1	14	1.1	-13	-0.38	8	-1	1	-4	1.1

The order is random. Share with any hit: about 31%.
